# TSHR antagonist: antagonists of human thyroid stimulating hormone receptor; P16473; TSHR-expressing cells, TSH-stimulated cAMP HTRF, 2 h; hits give low values; activity change, negative = inhibition, % at 11.5 µM; 330,000 compounds, 0.2% hits; AID 504810;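 active = activity change below a set negative limit, meaning inhibition stronger than a set level, cut at about -70% in these data; inconclusive = activity change between two set negative limits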; note: % is set by controls: 0 for no effect and ±100 for the full control effect
#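 TSHR-expressing cells, 200/well, pre-treated with compound, then stimulated with EC80 TSH (4nM final) for 2 hours at 37 deg C. cAMP measured by competitive HTRF: anti-cAMP cryptate antibody in lysis buffer plus cAMP-d2, read after 30 minutes at room temperature.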
# Mito fusion act: blocks mitochondrial division or promotes mitochondrial fusion | S. cerevisiae fusion-defective mutant growth rescue, CellTiterGlo 48 h | Potency, µM (top dose mostly 46.1 µM), inactives show at the top dose growth rescue (activation), most hits filed as activators | 320,000 compounds, 0.23% hits | AID 485298;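 note: potency is the fitted concentration of half-maximal effect; % of control where 0% means no effect; nearly all actives have a fitted effect of over 45% in size; temperature-sensitive fusion mutants such as fzo1-1 at 37 °C on non-fermentable ethanol glycerol medium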
#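 Temperature-sensitive fusion-defective S. cerevisiae (e.g. fzo1-1, mgm1-5) were grown with compound in YPEG medium (3% ethanol, 3% glycerol) for 48 hours at 37C. Growth rescue was measured as viability by CellTiterGlo luminescence after 10 minutes at ambient.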
# MBNL1 CUG block: inhibitors of human MBNL1 binding to CUG repeat RNA; TR-FRET MBNL1-His/biotin-(CUG)12 binding, 665/545 ratio; 280,000 compounds, 0.036% hits; Potency, µM (series often up to 57.5 µM), for the others: at the highest dose activity change, negative = inhibition, actives largely listed as inhibitors; active = well fitted inhibition curve with a large enough effect in the signal ratio, with a control signal flat, not every such curve was filed as active; inconclusive = small, poorly fitted or top-dose-only effect, or effect the other way, or a change in a side signal; inactive = no such curve, though single readings can be large or run the other way; the % refers to the signal ratio; note: potency is the fitted concentration of half-maximal effect; % is set by controls: 0 for no effect and ±100 for the full control effect
#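 Ratiometric TR-FRET (665 over 545 nm, excitation 340 nm) tracks disruption of MBNL1-His/biotin-(CUG)12 complex after 60 min at room temperature, with compounds at 92 nM to 58 uM final.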
# a7 integrin act: integrin-mediated muscular dystrophy alleviation activation; alpha7betagal myoblasts, beta-gal FDG fluorescence, 48 h; Potency, µM (highest dose often 38.3 µM), for inactives: top-dose activation, most hits filed as activators; 350,000 compounds, 0.064% hits;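 note: potency is the fitted concentration of half-maximal effect; 100% = response of the positive control SU9516; nearly all actives have a fitted effect of over 60% in size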
#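 alpha7betagal+/- myoblasts (passage 13, 250/well) treated 48 h at 37C with compounds at 1:260 dilution of DMSO stock. Lysed, then beta-galactosidase activity read as FDG fluorescence (ex 480/em 540) after 30 min, with pre-read for autofluorescence.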
# ASM inhibitor: blocks human secretory acid sphingomyelinase. Potency, µM (series often up to 57.5 µM), without a hit: top-dose activity change, negative = inhibition, actives largely listed as inhibitors. AID 504937. placental ASM, HMU-PC fluorogenic substrate, 60 min. 340,000 compounds, 0.006% hits. P17405; note: potency is the fitted concentration of half-maximal effect
#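 HMU-PC0 cleavage (9 uM final) by human placental ASM, 60 min at 37 °C following 10 min compound exposure at RT; stopped at pH 10, fluorescence Ex 386/Em 447 nm.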
# TCR act: T cell receptor activation | primary human leukocytes, anti-CD3, IL-2 HTRF, 48 h | Potency, µM (highest dose often 9.22 µM), without a hit: at the highest dose activation of IL-2 secretion, usual class: activators | 330,000 tested, under 10 active | AID 504894; note: % of control where 0% means no effect
#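 Human primary leukocytes + a-CD3 beads + cpd, 48 hr; IL-2 in supernatant by HTRF (ex 320nm / em 665nm). No co-stimulatory signal supplied.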
# Menin-MLL TR inh: displaces Texas Red mutant MLL peptide from human menin | O00255 | Menin + Texas Red MLL mutant peptide, fluorescence polarization | Potency, µM (top dose mostly 61.6 µM), without a hit: top-dose FP activity change, negative = inhibition, actives largely listed as inhibitors | 270,000 compounds, 0.23% hits; active = well fitted inhibition curve with a large enough effect in the polarisation, with a control signal flat, not every such curve was filed as active; inconclusive = small, poorly fitted or top-dose-only effect, or effect the other way, or a change in a side signal; inactive = no such curve, though single readings can be large or run the other way; the % refers to the polarisation; note: potency is the fitted concentration of half-maximal effect; % of control where 0% means no effect; many of its hits are not listed in these tables
# PTAP TSG101 blk: blocks PTAP/TSG101 interaction to inhibit HIV-1 budding | Fluorescence polarization, FITC-PTAP peptide / Tsg101 binding | 340,000 tested, under 10 active | Q99816 | Potency, µM (series often up to 115 µM), without a hit: top-dose activity change, negative = inhibition, most hits filed as inhibitors; active = well fitted inhibition curve with a large enough effect in the main read-out, with a control signal flat, not every such curve was filed as active; inconclusive = small, poorly fitted or top-dose-only effect, or effect the other way, or a change in a side signal; inactive = no such curve, though single readings can be large or run the other way; note: potency is the fitted concentration of half-maximal effect; % of control where 0% means no effect
#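 FP read-out: FITC-PTAP peptide, 50 nM final, binding Tsg101 binding domain, 10 uM final; 20 min, r.t.; 10 mM HEPES pH 7.5, 0.15 M NaCl, 0.01% Tween 20, 3 mM EDTA, 0.1 mM TCEP.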
# CXXC DNA block: MLL CXXC-DNA interaction inhibition. Q03164. MLL-CXXC / FITC-HOXA9 DNA fluorescence polarization. Potency, µM (doses to about 115 µM), for inactives: at the highest dose activity change, negative = inhibition, actives largely listed as inhibitors. 290,000 compounds, 0.037% hits. AID 2662; active = well fitted inhibition curve with a large enough effect in the polarisation, with a control signal flat, not every such curve was filed as active; inconclusive = small, poorly fitted or top-dose-only effect, or effect the other way, or a change in a side signal; inactive = no such curve, though single readings can be large or run the other way; the % refers to the polarisation; note: potency is the fitted concentration of half-maximal effect
#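 Purified MLL-CXXC (added from a 7 uM solution) was preincubated 5 min at ambient with pinned compounds in 50 mM Tris-HCl pH 7.5, 50 mM NaCl, 1 mM DTT, 0.05% BSA. Fluorescein-labeled HOX-A9 DNA (50 nM solution) followed, 30 min, then polarization read.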
# A-T KAP1 phos: potential ataxia-telangiectasia treatments restoring KAP-1 phosphorylation; 320,000 compounds, 0.19% hits; AID 485349; Potency, µM (highest dose often 57.5 µM), without a hit: top-dose activation, actives largely listed as activators; […] A-T fibroblasts, KAP-1 phosphorylation AlphaLISA; neocarzinostatin DNA damage 30 min before lysis; note: potency is the fitted concentration of half-maximal effect; % of control where 0% means no effect; nearly all actives have a fitted effect of over 45% in size
#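 ATM-like activity read as KAP-1 phosphorylation via AlphaLISA donor/acceptor antibody pairs after lysis and 6 hr at 25C. Cells were ATM-null patient fibroblasts ([…], hTERT), dosed 60 min, then exposed to the DSB inducer NCS for 30 min.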
# * = called active by the depositor; ? = inconclusive; . = not tested or not shown; [ ] = remark or other dose. Unless noted, calls come from the whole dose curve; as a rule, active = well fitted curve in the direction sought with a large enough effect; inconclusive = small, poorly fitted or top-dose-only effect, or another doubt; inactive = no such curve, though single readings can be large; an effect the other way counts as inactive or inconclusive. Not all compounds are listed (hit frequency here may not be typical).
molecule	TSHR antagonist	Mito fusion act	MBNL1 CUG block	a7 integrin act	ASM inhibitor	TCR act	Menin-MLL TR inh	PTAP TSG101 blk	CXXC DNA block	A-T KAP1 phos
CCCCC1C2C(=O)N(c3ccccc3)C(=O)C2ON1c1ccccc1 (stereo not drawn)	-4	1%	-9%	16%	-6%	-9%	.	-3%	-7%	-2%
O=C(NCC(=O)N(c1ccccc1)C(C(=O)NCC1CCCO1)c1ccccc1)c1ccco1 (stereo not drawn)	20	0%	3%	-2%	3%	0%	-1%	1%	-1%	2%
CC(C)Cc1nnc(NC(=O)Nc2ccccc2)s1	10	9%	-6%	-38%	-6%	-5%	31%[activator]	1%	7%	4%
CC(=O)Nc1ccc(C(=O)NCC(c2ccco2)N(C)C)cc1 (stereo not drawn)	.	.	.	-7%	6%	-2%	.	-6%	.	.
CC(CNS(=O)(=O)c1ccccc1)Sc1nncn1C (stereo not drawn)	4	-1%	-7%	-5%	0%	-1%	.	-2%	-3%	0%
COc1ccc(S(=O)(=O)N2CCOCC2)cc1NC(=O)COc1ccc2c(C)cc(=O)oc2c1	.	.	.	-36%[inhibitor]	202%[activator]	-114%	.	-2%	.	-12%
N#Cc1nc(-c2ccccc2F)oc1NCc1ccccc1	1	25%	13%	18%	-4%	-1%	18%	-3%	4%	13%
Cc1ccc(S(=O)C(c2ccccc2)c2ccccc2)cc1 (stereo not drawn)	.	.	.	-2%	2%	-6%	.	2%	.	.
Cc1cc(C)cc(NC(=O)CN2CCN(CCN=CC3=C(O)CC(c4ccc(Cl)cc4)CC3=O)CC2)c1 (stereo not drawn)	-4	-4%	-6%	7%	-5%	0%	0%	-5%	9%	-3%
Cc1cccc(CC(=O)NCC(=O)NCc2cc(=O)n(C)c(=O)n2C)c1	-90*	8%	-7%	-15%	4%	8%	-1%	-6%	-3%	1%
Cc1ccc(N/N=C(\C#N)C(=O)c2ccsc2)cc1	-14	16%	14%	34%	-22%	2%	.	-15%	-3%	-11%
CCc1ccc2c(CN3CCc4cc(OC)c(OC)cc4C3)cc(=O)oc2c1	-1	12%	6%	-7%	91%[activator]	0%[46.1 µM]	-9%	-4%	7%	4%
CCC(=O)N(CC)c1nc(-c2ccc(OC)cc2)cs1	8	-3%	-5%	2%	-6%	-4%	20%	-8%	-9%	35%
Cc1cc(N2CCOCC2)ccc1/C=C\[N+](=O)[O-]	2	3%	9%[11.5 µM]	-67%[inhibitor]	0%	1%[46.1 µM]	-2%	-6%	-4%	2%
Fc1ccccc1NC(=S)NCCc1ccccc1	-6	-8%	-3%	-34%	2%	-5%	7%	-3%	9%	6%
C/C(=N\N=C(/C)c1cccc(N)c1)c1cccc(N)c1	.	.	.	-6%	1%	-2%	.	0%	.	.
C=CCn1c(N)c(C(=O)Nc2ccc(C)cc2)sc1=S	-8	2%	33%[activator]	26%	-2%	0%	6%	-9%	-5%	1%
COC(=O)c1cnc(SCc2ccc([N+](=O)[O-])cc2)n1C	0	1%	?	-4%	2%	7%	.	0%	4%	-1%
COc1ccccc1/C=C/C=c1\sc2nc(=O)c(Cc3ccccc3)nn2c1=O	3	1%	4%	7%	-5%	-3%	.	0%	-14%	9%
Cc1onc(-c2ccccc2Cl)c1C(=O)N1CCN(c2nc3ccccc3s2)CC1	-20	6%	-10%	26%	-15%	6%	?	-2%	-3%	6%
O=C(CSc1ccc(-c2ccc(F)cc2)nn1)NCCc1ccccc1	1	-2%	-2%	8%	1%	.	?	0%	-2%	13%
Cc1cc(=O)[nH]c(N/N=C/c2c(C)nn(-c3ccc(F)cc3)c2Cl)n1	2	-4%	-5%	0%	-2%	-4%	5%	1%	20%	21%
Cc1cccc(NC(=O)CN(C)C(=O)C2CC2)c1C	-2	-3%	.	24%	0%	4%	.	1%	.	2%
COc1ccc2oc(C(=O)OCC(=O)N3CCN(C(C)=O)CC3)c(C)c2c1	4	2%	.	7%	-2%	-2%	.	0%	.	6%
COc1ccc(CC(=O)Nc2ccc3c(c2)CCC3)cc1S(=O)(=O)N1CCOCC1	-13	0%	7%	0%	0%	-5%	-1%	-2%	-1%	5%
O=C(NC1CCN(Cc2ccccc2)CC1)C1CCN(S(=O)(=O)c2ccccc2)CC1	-8	-6%	1%	7%	3%	0%	18%	-1%	9%	1%
C#CCOCCOCCOCCNc1nc(N2CCN(C(=O)[C@H](CCC(=O)O)n3cc(C(N)CO)nn3)CC2)nc(N2CCN(C(=O)[C@H](CCCCN)n3cc(C(N)CC(C)C)nn3)CC2)n1 (stereo partly drawn)	14	-26%	-11%	.	.	.	.	.	3%	32µM*
O=C1OCc2ccc([N+](=O)[O-])cc21	.	.	.	-27%	0%	3%	.	1%	.	.
O=C(COc1ccc2c3c(c(=O)oc2c1)CCC3)Nc1ccc(CN2CCOCC2)cc1	-3	-4%	3%	2%	0%	-23%	.	0%	0%	17%
CCCOc1ccccc1C1NC(=O)NC(C)=C1C(=O)OCc1ccccc1 (stereo not drawn)	-22	29%	4%	14%	-7%	0%[46.1 µM]	1%	-2%	1%	1%
CCOC(=O)c1oc2c(C)c(O)ccc2c(=O)c1-c1nncn1-c1ccccc1	-4	-3%	?	10%	-1%	8%	0%	-2%	1%	6%
Cc1ccc2c(c1)N(CC(=O)NC1CCCC1)C(=O)C(C)O2 (stereo not drawn)	-2	3%	-2%	-3%	-14%	4%	.	-4%	5%	7%
Cc1cc2occ(CC(=O)N(CCC(C)C)c3c(N)n(Cc4ccccc4)c(=O)[nH]c3=O)c2cc1C	15	0%	.	5%	-1%	2%	.	-3%	.	-2%
CC(=O)Nc1cccc(C(=O)OCC(=O)NNC(=O)c2cccs2)c1	5	1%	.	17%	-1%	-4%	.	-3%	.	0%
COc1cccc(CNC(=O)c2ccc(C)c(NC3=NC4CS(=O)(=O)CC4S3)c2)c1 (stereo not drawn)	-7	1%	1%	-17%	5%	-4%	-4%	-5%	.	3%
COc1ccc(N2C(=O)C(Cl)=C(N3CCCC3)C2=O)cc1	-2	5%	?	-24%	-2%	-2%	0%	-7%	0%	-3%
O=C(Nc1ccc(F)cc1)c1cccc2c1C(=O)N(Cc1ccccn1)C2	-10	25%	?	-12%	-9%	0%	8%	-9%	0%	-2%
CCn1c(SC(C)C)nnc1-c1cc(-c2ccccc2)sc1N	-7	?	17%	-14%	-4%	2%[46.1 µM]	-14%	-1%	5%	1%
CC1(C(=O)Nc2nnc(SCc3ccccc3)s2)Cc2ccccc2C(=O)O1 (stereo not drawn)	-2	14%	3%	4%	-2%	4%	-3%	0%	12%	-5%
O=C(O)c1ccc(NC(=S)N2CCCCC2)cc1	0	-3%	8%	14%	7%	-1%	9%	-4%	5%	3%
Cc1cccc(CSC2=CS(=O)(=O)c3ccccc3N2)c1	-4	5%	-2%	-2%	-2%	3%	15%	-3%	4%	15%
CCN(C(=O)C(C)Sc1ccc(S(=O)(=O)N2CCN(C)CC2)cn1)c1ccccc1 (stereo not drawn)	0	-4%	.	-39%	2%	3%	.	0%	.	-3%
Cc1nn(-c2ccccc2)c(=S)n1-c1ccccc1	7	0%	-11%	-37%	2%	3%	26%	2%	-1%	5%
CCn1cc(C(=O)NCC2COc3ccccc3O2)c2cc(OC)c(OC)cc2c1=O (stereo not drawn)	0	-5%	-17%	-2%	-1%	-1%[46.1 µM]	-4%	-6%	-5%	-4%
COc1ccccc1OCC(=O)Nc1ccc(S(=O)(=O)N(C)c2ccccc2)cc1	-5	14%	-10%	?	-1%	3%	0%	0%	?	3%
CC1(C)NC(=O)N(CCCCOc2ccc(Cl)cc2C=O)C1=O	-2	-2%	4%	-1%	0%	5%	-9%	-7%	6%	-9%
COc1ccc(C(C)=O)cc1COC(=O)c1ccc(S(=O)(=O)N2CCOCC2)cc1	-4	2%	-9%	2%	-1%	-6%	-20%	-5%	30%[activator]	6%
CSc1nc2ccc(N3C(=O)C4CCCCC4C3=O)cc2s1 (stereo not drawn)	5	2%	-13%	20%	-1%	.	2%	.	2%	6%
O=C(CN1C2CCCC1CC(NC(=O)C1CCCCC1)C2)Nc1ccccc1C(F)(F)F (stereo not drawn)	-5	3%	4%	-37%	-22%	-1%	-29%	-2%	10%	3%
Cc1cc2c(ncn2Cc2ccccc2)c(N)c1C	6	1%	2%	12%	4%	0%	-20%	-5%	2%	6%
